High-throughput results from PubChem BioAssay.
NR2F2 inh = inhibitors of human COUP-TFII (NR2F2); AID 686940; 0.7% of 370,000 active; inhibition, % at 8.6 µM; HEK293T NGFI-A luciferase reporter, luminescence; P24468;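 active means inhibition above a per-plate cutoff, mean inhibition of test wells between control levels plus 3 SD, cut at about 38% in these data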;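 further: cells cotransfected with COUP-TFII expression vector driving the NGFI-A reporter; 0% = median of COUP-TF2 test wells and 100% = reporter-only cells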
Target sequence (P24468 whole entry, looked up): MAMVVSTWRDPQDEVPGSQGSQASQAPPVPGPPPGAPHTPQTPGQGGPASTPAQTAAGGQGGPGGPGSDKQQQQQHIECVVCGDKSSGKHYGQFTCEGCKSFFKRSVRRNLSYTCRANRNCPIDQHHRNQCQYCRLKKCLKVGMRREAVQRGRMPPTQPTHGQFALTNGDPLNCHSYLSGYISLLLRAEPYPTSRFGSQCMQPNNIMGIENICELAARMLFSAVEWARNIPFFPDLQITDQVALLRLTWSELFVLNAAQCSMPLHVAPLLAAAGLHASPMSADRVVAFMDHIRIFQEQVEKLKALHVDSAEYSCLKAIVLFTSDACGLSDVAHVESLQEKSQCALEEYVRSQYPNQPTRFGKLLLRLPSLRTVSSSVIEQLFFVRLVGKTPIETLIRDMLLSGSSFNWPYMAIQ
MC4R barr agon = activates human MC4R beta-arrestin recruitment; P32245; U2OS MC4R beta-arrestin complementation, luminescence; percent of melanotan II response, DMSO zero; activation, % at 8.9 µM; 0.98% of 360,000 active; AID 540308;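 active means activation above a per-plate cutoff, the mean activation of sample wells on that plate plus 3 SD, cut at about 8% in these data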
ABHD5-PLIN5 inh = ABHD5-PLIN5 protein interaction inhibition; inhibition, % at 4 µM; 0.78% of 360,000 active; AID 602281; Split G. princeps luciferase complementation, luminescence, 4 h;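 active means inhibition above the mean inhibition across every tested compound plus 3 SD, cut at about 22% in these data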;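 further: 0% = DMSO only wells and the 100% control is not disclosed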
NR5A2 inv ag = inverse agonists of human LRH-1 (NR5A2) | O00482 | HEK293T StAR-luciferase reporter, LRH-1 transfected, 24 h | inhibition, % at 3.6 µM | 0.13% of 360,000 active | AID 602396;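 active means inhibition above the mean inhibition of all tested compounds plus 3 SD, cut at about 73% in these data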;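 further: 0% = DMSO wells and 100% = reporter-only cells lacking LRH-1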
MC4R antagonist = antagonists of human melanocortin 4 receptor (MC4R); inhibition, % at 6.5 µM; 0.48% of 360,000 active; P32245; AID 540295; MC4R-expressing cells, MTII-stimulated cAMP, LANCE TR-FRET;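 active means inhibition above its plate's cutoff, the mean of tested wells on that plate plus 3 SD, cut at about 29% in these data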;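 further: 0% = Melanotan II alone and 100% = Melanotan II plus saturating MCL0020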
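Material: U2OS-MC4R stable cell line | Reagent: Melanotan II challenge after compound preincubation | Doses: One concentration, 6.5 µM nominal | Incubation: 30-min compound preincubation, 1-h Melanotan II challenge, 1-h detection, room temperature | Signal: TR-FRET cAMP assay | Replicates: One well per compound, no replicates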
TLR9-MyD88 block = TLR9-MyD88 interaction inhibition | CHO BLA complementation TLR9-MyD88, CCF4 FRET ratio | Q9NR96+Q99836 | inhibition, % at 4.98 µM | AID 504734 | 0.21% of 340,000 active;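 active means inhibition above the mean over all tested compounds plus 3 SD, cut at about 21% in these data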;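 further: 0% = DMSO only wells and 100% = clavulanate BLA inhibitor control wells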
EBV LMP1 NFkB = Epstein-Barr LMP1 NF-kappaB reporter inhibition; inhibition, % at 12.5 µM; LMP1-induced NF-kappaB luciferase reporter cells, luminescence; 0.69% of 350,000 active; AID 504558; in the data active means inhibition above about 41%;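 further: 0% = neutral control wells and 100% = reference inhibitor control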
SRC3 inh = inhibits human SRC3 coactivator. Q9Y6Q9. HEK293 GAL4-SRC3 luciferase reporter, luminescence. inhibition, % at 3.6 µM. 0.17% of 360,000 active. AID 588352;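 active means inhibition above a per-campaign cutoff, the mean of all compounds plus 3 SD, cut at about 60% in these data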;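 further: 0% = DMSO-treated cells and 100% = gossypol-treated cells at 36 µM; higher means less SRC3-driven luciferase light from the GAL4 reporter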
SRC2 inh = inhibits human steroid receptor coactivator 2; HEK293 GAL4-SRC2 luciferase reporter, luminescence; inhibition, % at 9 µM; Q15596; AID 651957; 0.17% of 370,000 active;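 active means inhibition above the mean inhibition of all tested compounds plus 3 SD, set per campaign, cut at about 52% in these data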;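 further: 0% = DMSO treated cells and 100% = cells given Gossypol at 36 µM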
NOD2-RIPK2 inh = inhibitors of human NOD2-RIPK2 interaction | O43353 | CHO BLA complementation NOD2-RIPK2, CCF4 ratio | inhibition, % at 4.98 µM | 0.38% of 360,000 active; in the data active means inhibition above about 21%;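 further: 0% = vehicle only and 100% = reference blocker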
Target sequence (O43353 whole entry, looked up): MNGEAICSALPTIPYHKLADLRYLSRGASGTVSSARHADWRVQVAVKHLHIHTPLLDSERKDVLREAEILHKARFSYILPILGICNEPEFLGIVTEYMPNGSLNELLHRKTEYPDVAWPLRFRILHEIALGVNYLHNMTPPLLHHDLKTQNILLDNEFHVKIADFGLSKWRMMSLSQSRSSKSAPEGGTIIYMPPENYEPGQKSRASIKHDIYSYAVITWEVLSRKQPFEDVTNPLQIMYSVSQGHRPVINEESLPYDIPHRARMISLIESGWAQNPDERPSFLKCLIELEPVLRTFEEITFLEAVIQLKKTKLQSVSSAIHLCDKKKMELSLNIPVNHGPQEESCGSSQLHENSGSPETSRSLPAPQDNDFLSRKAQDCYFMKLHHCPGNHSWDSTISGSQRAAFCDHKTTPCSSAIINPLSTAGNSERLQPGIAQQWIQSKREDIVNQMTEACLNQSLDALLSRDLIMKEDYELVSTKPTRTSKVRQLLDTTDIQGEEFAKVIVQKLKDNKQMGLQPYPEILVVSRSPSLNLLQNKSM
NCOA1 inh = inhibitors of human steroid receptor coactivator 1 (SRC1); Q15788; HEK293 GAL4-SRC1 luciferase reporter, luminescence; inhibition, % at 3.6 µM; 0.12% of 360,000 active;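 active means inhibition above the campaign mean plus 3 SD, with each screening campaign given its own cutoff, cut at about 60% in these data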;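 further: 0% = DMSO treated cells and 100% = gossypol at 36 µM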
Starred values were filed as active, the others as inactive. The list is partial (hit frequency here may not be typical).

`C[n+]1cccc(C2C(C#N)=C(N)Oc3c2ccc2ccccc32)c1` (configuration not stated) gave NR2F2 inh 25, MC4R barr agon -2.4, ABHD5-PLIN5 inh 1, NR5A2 inv ag 11, MC4R antagonist 7, TLR9-MyD88 block -2, EBV LMP1 NFkB -1, SRC3 inh 9, SRC2 inh 1, NOD2-RIPK2 inh 5 and NCOA1 inh 1.
For COc1ccc(S(=O)(=O)Nc2ccccc2C(=O)NCc2ccco2)cc1 the results were NR2F2 inh 3, MC4R barr agon -0.6, ABHD5-PLIN5 inh 3, NR5A2 inv ag 7, MC4R antagonist 10, TLR9-MyD88 block 5, EBV LMP1 NFkB -12, SRC3 inh -5, SRC2 inh -21, NOD2-RIPK2 inh -11 and NCOA1 inh -16.
Screening COc1ccc(OC)c(NC(=O)C2(C)CCN2C(=O)Cc2ccc(Cl)cc2Cl)c1 (configuration not stated) returned NR2F2 inh -2, MC4R barr agon -1.4, ABHD5-PLIN5 inh 4, NR5A2 inv ag -3, MC4R antagonist 4, SRC3 inh 4, SRC2 inh 0, NOD2-RIPK2 inh -2 and NCOA1 inh 11.
`COc1ccc(-n2c(C)cc3cc(OC(C)=O)ccc32)cc1` gave NR2F2 inh 11, MC4R barr agon -0.6, ABHD5-PLIN5 inh 1, NR5A2 inv ag 2, MC4R antagonist -1, TLR9-MyD88 block -1, EBV LMP1 NFkB 18, SRC3 inh -11, SRC2 inh -2, NOD2-RIPK2 inh -2 and NCOA1 inh 6.
Screening Cc1ccc(NC(=O)CCC(=O)OC(C(=O)c2ccc(C)c(C)c2)c2ccccc2)c(C)c1 (configuration not stated) returned NR2F2 inh -3, MC4R barr agon 2.8, ABHD5-PLIN5 inh -7, NR5A2 inv ag 7, MC4R antagonist -5, TLR9-MyD88 block -16, EBV LMP1 NFkB 1, SRC3 inh -2, SRC2 inh -3, NOD2-RIPK2 inh -1 and NCOA1 inh 5.
CC(C)c1nnc(NC(=O)COc2ccc3c(c2)OCO3)s1 was read as NR2F2 inh 7, MC4R barr agon -0.8, ABHD5-PLIN5 inh -3, NR5A2 inv ag -35, MC4R antagonist -1, TLR9-MyD88 block -7, EBV LMP1 NFkB -24, SRC3 inh -15, SRC2 inh -23, NOD2-RIPK2 inh -2 and NCOA1 inh -22.
`COc1cc(O)c(C(CC(=O)N2CCCCC2)c2cc(OC)c(OC)c(OC)c2)c(OC)c1` (configuration not stated) gave NR2F2 inh -6, MC4R barr agon 0.2, ABHD5-PLIN5 inh -16, NR5A2 inv ag -5, MC4R antagonist -4, TLR9-MyD88 block -8, EBV LMP1 NFkB -7, SRC3 inh -18, SRC2 inh 5, NOD2-RIPK2 inh -4 and NCOA1 inh -2.
Screening Cc1cccc(NC(=O)CN(C)S(=O)(=O)c2ccc(-c3ccc(=O)[nH]n3)s2)c1C returned NR2F2 inh -9, MC4R barr agon -3.5, ABHD5-PLIN5 inh 13, NR5A2 inv ag 2, MC4R antagonist 5, TLR9-MyD88 block -8, EBV LMP1 NFkB 5, SRC3 inh -24, SRC2 inh -37, NOD2-RIPK2 inh -7 and NCOA1 inh -42.
Screening CC1(C)CC(=O)C=C(c2ccc(Cl)c(C(F)(F)F)c2)C1 returned NR2F2 inh 2, MC4R barr agon 1.1, ABHD5-PLIN5 inh 10, NR5A2 inv ag 12, MC4R antagonist 5, TLR9-MyD88 block -2, EBV LMP1 NFkB 4, SRC3 inh -10, SRC2 inh -10, NOD2-RIPK2 inh 10 and NCOA1 inh -8.
For Cc1ccccc1C(=O)Nc1ccc2c(c1)CCCN2C(=O)c1cccs1 the results were NR2F2 inh -26, MC4R barr agon -1.6, ABHD5-PLIN5 inh 1, NR5A2 inv ag -68, MC4R antagonist 5, TLR9-MyD88 block 4, EBV LMP1 NFkB 16, SRC3 inh -17, SRC2 inh 7, NOD2-RIPK2 inh -7 and NCOA1 inh 1.
For CCCc1nnc(NC(=O)CCC(=O)Nc2ccc(Br)cc2)s1 the results were NR2F2 inh -7, MC4R barr agon -0.4, ABHD5-PLIN5 inh 3, NR5A2 inv ag -10, MC4R antagonist -5, TLR9-MyD88 block 5, EBV LMP1 NFkB -4, SRC3 inh -18, SRC2 inh -4, NOD2-RIPK2 inh -2 and NCOA1 inh -1.
Screening COc1cccc(NC(=O)CCN2CCN(c3ccccc3F)CC2)c1 returned NR2F2 inh -2, MC4R barr agon -1.8, ABHD5-PLIN5 inh 2, NR5A2 inv ag -3, MC4R antagonist -2, TLR9-MyD88 block 3, EBV LMP1 NFkB 3, SRC3 inh 13, SRC2 inh -5, NOD2-RIPK2 inh -10 and NCOA1 inh 3.
O=C(N/N=C/c1ccco1)c1cccc([N+](=O)[O-])c1 was read as NR2F2 inh 3, MC4R barr agon -0.5, ABHD5-PLIN5 inh 17, NR5A2 inv ag 9, MC4R antagonist -6, TLR9-MyD88 block 2, EBV LMP1 NFkB -1, SRC3 inh 19, SRC2 inh 21, NOD2-RIPK2 inh -4 and NCOA1 inh 13.
CCO[C@H]1OC(C(=O)NCc2nc3ccccc3[nH]2)=C[C@@H](C2CCCCC2)[C@@H]1CCCO was read as NR2F2 inh 8, MC4R barr agon -1.7, ABHD5-PLIN5 inh 10, NR5A2 inv ag -2, MC4R antagonist 3, TLR9-MyD88 block -1, EBV LMP1 NFkB -2, SRC3 inh 7, SRC2 inh 3, NOD2-RIPK2 inh 0 and NCOA1 inh -3.
For CCOCc1[nH]c(=S)[nH]c(=O)c1Cc1ccc(OCC(C)C)cc1 the results were NR2F2 inh 9, MC4R barr agon -1.3, ABHD5-PLIN5 inh -8, NR5A2 inv ag 0, MC4R antagonist 3, EBV LMP1 NFkB 7, SRC3 inh 23, SRC2 inh 8, NOD2-RIPK2 inh -7 and NCOA1 inh -4.
Screening COc1cc(/C=C/C(=O)OCC(=O)NCc2cccs2)ccc1OC(F)F returned NR2F2 inh -8, MC4R barr agon -1.2, ABHD5-PLIN5 inh 2, NR5A2 inv ag 0, MC4R antagonist 0, TLR9-MyD88 block 6, EBV LMP1 NFkB 27, SRC3 inh 6, SRC2 inh -5, NOD2-RIPK2 inh -6 and NCOA1 inh 0.
Screening C[n+]1ccccc1N1CCN(c2ccccc2Cl)CC1 returned NR2F2 inh -3, MC4R barr agon -1.7, ABHD5-PLIN5 inh 7, NR5A2 inv ag -4, MC4R antagonist 6, TLR9-MyD88 block 4, EBV LMP1 NFkB 7, SRC3 inh 25, SRC2 inh 0, NOD2-RIPK2 inh -1 and NCOA1 inh 5.
`CC(C)(C)NC(=O)NC(=O)COC(=O)Cc1ccc(Cl)cc1Cl` gave NR2F2 inh -9, MC4R barr agon 3.2, ABHD5-PLIN5 inh -3, NR5A2 inv ag -7, MC4R antagonist 6, TLR9-MyD88 block 11, EBV LMP1 NFkB -1, SRC3 inh -6, SRC2 inh 9, NOD2-RIPK2 inh 4 and NCOA1 inh -19.
For CCn1cc(Br)c(C(=O)NN)n1 the results were NR2F2 inh -61, MC4R barr agon 1.8, ABHD5-PLIN5 inh -2, NR5A2 inv ag -72, MC4R antagonist -3, TLR9-MyD88 block 10, EBV LMP1 NFkB 2, SRC3 inh -99, SRC2 inh -47, NOD2-RIPK2 inh 8 and NCOA1 inh -75.
O=C(Cn1cnc2scc(-c3ccc(F)cc3)c2c1=O)NCC(c1ccco1)N1CCCC1 (configuration not stated) was read as NR2F2 inh -14, MC4R barr agon -0.7, ABHD5-PLIN5 inh 0, NR5A2 inv ag -1, MC4R antagonist 5, TLR9-MyD88 block -8, EBV LMP1 NFkB 2, SRC3 inh 6, SRC2 inh -10, NOD2-RIPK2 inh 3 and NCOA1 inh 9.
`CCN(CC)CCNC(=O)C(=O)NCC1OCCN1S(=O)(=O)c1ccc([N+](=O)[O-])cc1` (configuration not stated) gave NR2F2 inh 3, MC4R barr agon 0.6, ABHD5-PLIN5 inh 0, NR5A2 inv ag 8, MC4R antagonist -1, TLR9-MyD88 block 4, EBV LMP1 NFkB -8, SRC3 inh 5, SRC2 inh -59, NOD2-RIPK2 inh 11 and NCOA1 inh -2.
For O=C(N/N=C/c1ccc(OC(F)F)cc1OC(F)F)c1cccc(S(=O)(=O)N2CCOCC2)c1 the results were NR2F2 inh -6, MC4R barr agon -0.6, ABHD5-PLIN5 inh 3, NR5A2 inv ag 21, MC4R antagonist 13, TLR9-MyD88 block 10, EBV LMP1 NFkB 2, SRC3 inh 17, SRC2 inh 3, NOD2-RIPK2 inh -5 and NCOA1 inh 8.
Cc1ccc(CN2CC(C(=O)N3CCN(S(=O)(=O)c4ccc(C(C)C)cc4)CC3)CC2=O)cc1 (configuration not stated) was read as NR2F2 inh 12, MC4R barr agon 0.4, ABHD5-PLIN5 inh 2, NR5A2 inv ag -6, MC4R antagonist 12, TLR9-MyD88 block 0, EBV LMP1 NFkB -13, SRC3 inh 26, SRC2 inh 13, NOD2-RIPK2 inh -8 and NCOA1 inh -4.
COc1cccc(-n2c(C)nnc2SCC(=O)Nc2ccccc2N2CCOCC2)c1 was read as NR2F2 inh 5, MC4R barr agon -1.5, ABHD5-PLIN5 inh 4, NR5A2 inv ag 17, MC4R antagonist 1, TLR9-MyD88 block -2, EBV LMP1 NFkB 11, SRC3 inh 12, SRC2 inh 10, NOD2-RIPK2 inh 7 and NCOA1 inh 17.
Screening CC1(C)C2CC=C(/C=N/NC(=S)NCCc3ccccc3)C1C2 (configuration not stated) returned NR2F2 inh -14, MC4R barr agon -1.3, ABHD5-PLIN5 inh -4, NR5A2 inv ag -1, MC4R antagonist 8, TLR9-MyD88 block -2, EBV LMP1 NFkB 4, SRC3 inh 15, SRC2 inh 16, NOD2-RIPK2 inh 1 and NCOA1 inh 1.
`CCCN(CC(=O)Nc1ccc(F)c(F)c1F)C(=O)Cn1c(=O)cnc2ccccc21` gave NR2F2 inh 13, MC4R barr agon -0.6, ABHD5-PLIN5 inh 0, NR5A2 inv ag -14, MC4R antagonist 9, TLR9-MyD88 block 6, EBV LMP1 NFkB 9, SRC3 inh 3, SRC2 inh -30, NOD2-RIPK2 inh 0 and NCOA1 inh -2.
OCCCNc1nc(-c2ccc(Cl)cc2)nnc1-c1ccc(Br)cc1 was read as NR2F2 inh -11, MC4R barr agon -0.9, ABHD5-PLIN5 inh -1, NR5A2 inv ag 3, MC4R antagonist 5, TLR9-MyD88 block 1, EBV LMP1 NFkB 5, SRC3 inh 18, SRC2 inh -1, NOD2-RIPK2 inh -4 and NCOA1 inh 12.
`C=CCn1c(=S)[nH]c2cc(C(=O)Nc3ccc(F)cc3)ccc2c1=O` gave NR2F2 inh -3, MC4R barr agon 3.1, ABHD5-PLIN5 inh 16, NR5A2 inv ag -14, MC4R antagonist 13, TLR9-MyD88 block 2, EBV LMP1 NFkB -1, SRC3 inh -7, SRC2 inh -14, NOD2-RIPK2 inh -1 and NCOA1 inh 7.
